Source: PubChem BioAssay
HIF-2a inh = HIF-2a reporter inhibitors, primary screen, luminescence, 786-0 RCC cells; actives 0.72% (n = 360,000); AID 624352, 2012; inhibition, % at 18.8 µM; 786-0 RCC cells HIF-2a reporter, luciferase luminescence, overnight;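 active means inhibition of the luminescence signal of 40% or more relative to plate controls, in a single-dose primary screen at 18.75 µM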
Exocytosis inh = LAMP-1 surface exposure blockers, TALL-104 cells – cell-based, flow cytometry, MLPCN library, primary screen. inhibition, % at 10 µM. TALL-104 LAMP-1 surface exposure; cells stimulated with thapsigargin and PMA. actives 0.66% (n = 360,000). AID 651702, 2012;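 active means inhibition above about 55%, limit read from the data; inconclusive means no clear call, values can overlap the other calls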
PDI turbidity = inhibitors of human PDI, primary screen, biochemical, turbidity, single point, plate reader; Protein disulfide-isomerase (Homo sapiens), P07237; PDI insulin aggregation turbidity, A650, 90 min; inhibition, % at 10 µM; actives 0.052% (n = 350,000);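 active means mean inhibition across replicates of 30% or more, whatever share of single replicates reach that level; inconclusive means mean inhibition below 30% while every single replicate reaches 30%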;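 further: absorbance from insulin aggregation driven by PDI reduction with DTT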
Target sequence (P07237 whole entry, looked up): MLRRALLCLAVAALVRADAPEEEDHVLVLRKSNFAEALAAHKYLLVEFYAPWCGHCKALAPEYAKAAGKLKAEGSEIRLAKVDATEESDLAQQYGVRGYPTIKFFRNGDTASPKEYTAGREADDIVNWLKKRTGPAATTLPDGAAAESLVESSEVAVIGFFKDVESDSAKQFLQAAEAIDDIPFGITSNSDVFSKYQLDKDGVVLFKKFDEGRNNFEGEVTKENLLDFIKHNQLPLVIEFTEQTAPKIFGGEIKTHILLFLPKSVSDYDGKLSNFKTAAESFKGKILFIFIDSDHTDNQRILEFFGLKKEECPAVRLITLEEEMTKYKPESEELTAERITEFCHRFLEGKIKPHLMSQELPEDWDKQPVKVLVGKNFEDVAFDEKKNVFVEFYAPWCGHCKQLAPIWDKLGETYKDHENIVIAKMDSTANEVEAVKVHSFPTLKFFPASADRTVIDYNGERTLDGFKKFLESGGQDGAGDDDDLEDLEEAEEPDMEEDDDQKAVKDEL
CaV13 FRET inh = Disruptors of the CACNA1D IQ motif to Ca2+-dependent inactivation inhibitor domain association, primary screening, Förster resonance energy transfer in intact living …; HEK cells, CFP/YFP FRET ICDI-IQ, plate reader, 10 min; percent FRET-ratio fall versus neutral wells; inhibition, % at 12.3 µM; actives 0.098% (n = 340,000); AID 743397;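 active means mean replicate inhibition of at least 30% and at least 1% of replicates passing that level; inconclusive means only one of the two criteria is met; inactive means neither criterion is met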;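 further: 0% = median of the neutral control wells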
TRPM1 prom inh = inhibitors of MITF-dependent TRPM1 promoter reporter, primary screen, cell-based, SK-MEL-5, single point, luciferase. SK-MEL-5 TRPM1 promoter luciferase, 24 h. inhibition, % at 12.5 µM. actives 0.83% (n = 330,000). AID 488899, 2010;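 active means mean inhibition across replicates of 60% or more, whatever share of single replicates reaches that level; inconclusive means some that reach 60%, reason not given; inactive means mean inhibition across replicates below 60%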; further: values of inactives mirror those of a sister screen read the other way
hiPSC survival = enhancers of single-cell hiPSC survival, primary screen, ATPlite luminescence; 100% = ROCK inhibitor wells, 0% = DMSO; survival enhancement, % at 20 µM; actives 0.044% (n = 360,000); AID 602274, 2012; in the data active means survival enhancement above about 18%;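 further: cells exposed to compounds for 16 hours before the ATP read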
Vif imaging = HIV Vif self-association inhibitors, primary screen, imaging, HEK293T, single point. HEK293T cells, Vif self-association by quenched fluorescence, 24 h. inhibition, % at 7.49 µM. actives 0.35% (n = 340,000). AID 602346, 2012; in the data active means inhibition above about 50%, passing the limit was not always enough; inconclusive means no clear call, values can overlap the other calls; inactive means below about 31%; further: some results filed as inactive read as strong as hits
NR2E3 ag-1 = inhibitors of NR2E3-RetCOR corepressor binding, primary screen, NR2E3 agonist project, biochemical, TR-FRET, GST-NR2E3, biotin-RetCOR; Photoreceptor-specific nuclear receptor (Homo sapiens), Q9Y5X4; AID 2300, 2010; 1536-well; inhibition of corepressor binding, % at 4.78 µM; actives 0.12% (n = 320,000);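 active means percent inhibition above the cutoff of mean plus 3 SD of all tested compounds, set per screening campaign, cut at about 20% in these data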;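 further: 0% = DMSO wells and 100% = biotin wells as full block of FRET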
Target sequence (Q9Y5X4 whole entry, looked up): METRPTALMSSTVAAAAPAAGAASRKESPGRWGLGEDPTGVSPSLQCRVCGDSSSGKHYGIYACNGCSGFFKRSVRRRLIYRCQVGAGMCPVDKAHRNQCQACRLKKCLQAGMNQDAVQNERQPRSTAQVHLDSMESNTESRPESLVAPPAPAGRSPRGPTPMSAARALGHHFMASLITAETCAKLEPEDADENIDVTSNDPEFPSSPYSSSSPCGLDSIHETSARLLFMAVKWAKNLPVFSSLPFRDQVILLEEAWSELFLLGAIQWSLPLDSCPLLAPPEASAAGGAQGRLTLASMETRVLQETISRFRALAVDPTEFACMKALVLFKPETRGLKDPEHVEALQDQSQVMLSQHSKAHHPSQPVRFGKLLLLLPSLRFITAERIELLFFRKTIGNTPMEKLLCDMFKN
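Material: NR2E3–RetCOR corepressor complex | Quantity: 1.35 nM GST-tagged NR2E3 final | Schedule: 5 h at 4 °C | Replication: Singlicate compound wells | Reagent: RetCOR corepressor, biotinylated, 7 nM | Controls: Biotin wells as high control, 0.6% DMSO wells as low control | Signal: TR-FRET, Eu(K)-anti-GST donor, streptavidin-D2 acceptor, ex 340, em 617/671 nm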
aDG glyco act = activators of alpha-DG glycosylation, primary screen, uHTS, Pro5-aDG cells, AlphaScreen; alpha-DG glycosylation AlphaScreen (IIH6); 0% Pro5, 100% B10-LARGE cell signal; activation, % at 10 µM; actives 0.22% (n = 360,000); AID 624168, 2012;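 active means activation of at least 8% versus controls, or a plate z-score of at least 8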;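 further: Pro5 are CHO cells carrying HIG-tagged alpha-DG that lacks glycosylation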
NR2E3 ag-2 = NR2E3 agonists in two-hybrid cells, primary screen, cell-based, luminescence, CHO-S, Gal4-NCOR/VP16-NR2E3. luciferase. inhibition of corepressor binding, % at 3.98 µM. actives 0.35% (n = 360,000). AID 602229, 2012;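 active means inhibition above the mean of all tested compounds plus 3 SD, cut at about 70% in these data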;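 further: 0% = DMSO with NR2E3 transfected cells and 100% = cells lacking NR2E3 construct; higher means lower luciferase signal from less NR2E3 corepressor binding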
Peg3 promoter = Peg3 promoter-driven luciferase inhibitors, primary screen, cell-based, HeLa, luciferase luminescence; inhibition, % at 20 µM; actives 1.7% (n = 360,000); HeLa PEG-Prom luciferase reporter, overnight;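 active means inhibition of at least 50% at 20 µM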
An asterisk follows results filed as active; i = inactive; u = inconclusive; x = no result given; & = joins results of further samples.

SMILES | HIF-2a inh | Exocytosis inh | PDI turbidity | CaV13 FRET inh | TRPM1 prom inh | hiPSC survival | Vif imaging | NR2E3 ag-1 | aDG glyco act | NR2E3 ag-2 | Peg3 promoter
COc1cccc(NC(=O)NNC(=O)C(C)Oc2ccc3ccccc3c2)c1 (configuration not stated) | 8 | -14 | 1 | -6 | -5 | 0.3 | -8 | x | -0.1 | -32 | 11
Cc1cc2n(n1)C(c1cn(-c3ccccc3)nc1C)Nc1c(C)cccc1-2 (configuration not stated) | -5 | 0 | 1 | -8 | -1 | 3.2 | -2 | 3 | -0.1 | -5 | 7
Cn1c(=O)c([N+](=O)[O-])c(N2CCSCC2)c2ccccc21 | 15 | 6 | 11 | -5 | 2 | -0.7 | -6 | 1 | -0.1 | -1 | -5
CCc1nc2ccc(C(=O)N3CCN(S(=O)(=O)CC)CC3)cn2c1N(CCC(C)C)CCN(C)C | 12 | -1 | 16 | -7 | x | 3.0 | -12 | x | 0.0 | 3 | -3
COC(=O)CN1C(=O)[C@H]2[C@@H](C3CC3)N3C(=O)CN(CCO)C(=O)[C@@]3(Cc3ccccc3)[C@H]2C1=O | 5 | 15 | 3 | -10 | -9 | 0.9 | 3 | 0 | -0.1 | -1 | -3
Brc1ccc(-c2nnc3sc(CNCc4ccc5c(c4)OCO5)cn23)cc1 | 11 | 1 | x | -7 | -1 | -3.2 | 9 | 6 | 0.0 | -18 | 2
CCc1cc(=O)oc2cc(C)c(CN3CCCC(C)C3)c(O)c12 (configuration not stated) | 23 | -2 | 5 | -11 | -5 | -1.8 | 0&-1 | 5 | 0.2 | -15 | 6
CCN(CC)S(=O)(=O)c1ccc(-c2nnc(SCc3nnc(-c4ccccc4)o3)o2)cc1 | -18 | 6 | -1 | -2 | 6 | -0.7 | -3 | 3 | 0.6 | -8 | 26
C[C@@H]1CCCCO[C@H](CN(C)S(=O)(=O)c2cccs2)[C@@H](C)CN([C@H](C)CO)C(=O)c2cc(NC(=O)C3CCCCC3)ccc2O1 | -1 | 0 | 4 | -2 | x | -2.4 | -3 | x | 0.1 | -8 | -12
COc1cc(/C(C)=N/NC(=O)CN2CCN(S(=O)(=O)c3ccc(C)cc3)CC2)ccc1O | -5 | -3 | -4 | -16 | 2 | 0.8 | -16 | -1 | 0.0 | -8 | 9
Cc1ccsc1C(=O)Nc1ccccc1N1CCCC1 | 13 | -2 | 0 | -3 | 7 | -0.4 | -4 | -1 | 0.5 | -18 | -4
C[C@@H](C(=O)NCCc1ccc(F)cc1)N1C(=O)N2CCc3c([nH]c4ccccc34)[C@@]2(C)C1=O | -6 | 15 | x | x | 18 | 2.7 | -27 | 3 | 2.3 | -19 | 30
CCOCCCNC(=O)c1ccc2c(c1)ncn2-c1ccccc1OC | 7 | -20 | 4 | -3 | -2 | -0.2 | -2 | -3 | 0.0 | -8 | -6
O=C(NCCc1cn2cccnc2n1)C1CCC(=O)N(Cc2ccccc2F)C1 (configuration not stated) | 2 | -8 | -4 | -6 | x | 2.3 | -12 | x | 0.0 | -2 | 2
CCOCCCn1c(SC(C)C(=O)NCC2CCCO2)nc2sc(C)c(C)c2c1=O (configuration not stated) | 2 | -3 | 1 | -5 | 7 | -0.1 | -1 | 5 | 0.0 | -21 | -1
O=C(CCCOc1ccc(Cl)cc1)NC1CCCCC1 | 12 | -1 | 8 | -2 | 4 | -0.5 | -2 | 3 | 0.0 | -42 | 10
CC(C)CC(c1nnnn1Cc1ccccc1)N1CCN(C(=O)c2ccco2)CC1 (configuration not stated) | 13 | -5 | 7 | -2 | -3 | 0.0 | -4 | -1 | 0.4 | -42 | 4
O=C1Cc2cc([N+](=O)[O-])ccc2N1c1c(Cl)cccc1Cl | 2 | 0 | 10 | -19 | -7 | -0.5 | 3 | -5 | 0.0 | -32 | 5
O=C(O)CSc1nnc(COc2cccc3ccccc23)o1 | 11 | 1 | 9 | -19 | -16 | -0.3 | -4 | 0 | -0.1 | -3 | 3
COc1ccc(CNC(=O)CN(c2ccc(OC)c(Cl)c2)S(=O)(=O)c2ccc(C)cc2)cc1 | 23 | 7 | -8 | -5 | -2 | 0.4 | 3 | 6 | -0.1 | -18 | 15
O=c1cc(-c2ccccc2)[nH][nH]1 | -31 | 3 | 6 | -9 | -3 | 1.0 | 6 | 2 | 0.1 | -60 | -2
Oc1ccc(/C=N/Nc2nc(-c3ccccc3F)nc3ccccc23)c(O)c1 | -80 | 11 | 1 | -1 | 34 | 0.2 | i | -6 | 0.2 | -16 | 41
Cc1cc(N2C(=O)C3C4C=CC(C4)C3C2=O)no1 (configuration not stated) | 5 | 3 | -4 | -3 | 11 | 0.3 | 2 | 0 | 0.5 | -21 | 15
O=C(CN1C(=O)c2ccccc2C1=O)NCCc1c[nH]c2ccccc12 | 15 | 2 | 4 | -19 | -3 | 0.2 | -15 | 1 | -0.2 | 5 | 4
Cc1oc2c(O)c(O)ccc2c(=O)c1-c1ccc(Cl)cc1 | -1 | -3 | 20 | -2 | 6 | 0.9 | u | 4 | 0.0 | -31 | 1
COc1cccc(NC2c3ccccc3C(=O)N2Cc2ccccc2Cl)c1 (configuration not stated) | -5 | -3 | -2 | -15 | -11 | -0.2 | -1 | 1 | 0.0 | 4 | 26
O=C(O)CC1CC(O)CCC1=O (configuration not stated) | 16 | 1 | x | -9 | x | 0.2 | -3 | x | -0.1 | 24 | 0
CCOc1ccccc1C(=O)NCC(=O)N1CCC(C)CC1 | -121 | 4 | 2 | -12 | -21 | 1.7 | -3 | x | 0.0 | -24 | -53
c1ccc(-c2cn(-c3ccccc3)c3[n+]2CCS3)cc1 | 8 | -2 | 2 | 1 | 23 | -1.5 | 6 | -1 | -0.1 | -32 | 7
CCC(C)NC(=O)C1c2ccccc2Oc2ccccc21 (configuration not stated) | 16 | 2 | 16 | -5 | -6 | -0.5 | 3 | -3 | 0.0 | -4 | 10
CC(c1ccncn1)N(C)Cc1nc(-c2ccc(C(F)(F)F)cc2)no1 (configuration not stated) | -7 | 1 | -5 | -4 | 1 | 2.4 | -3 | 0 | 0.3 | -12 | -6
CC(OC(=O)CNC(=O)c1ccco1)C(=O)N(C)c1ccccc1 (configuration not stated) | 18 | 6 | -7 | -5 | -6 | 2.8 | 10 | -1 | 0.2 | 4 | 14
NC(=O)C1CCN(Cc2nnnn2Cc2ccco2)CC1 | 9 | -2 | 8 | -3 | 8 | 3.2 | -10 | 4 | -0.1 | 15 | 0
COc1ccc(C)cc1NC(=O)c1ccc(NC(=O)CC2SC(N3CCCC3)=NC2=O)cc1 (configuration not stated) | 16 | 1 | -1 | -4 | 7 | 12 | -4 | 0 | -0.2 | -8 | -25
N#CC(=C1SC=CS1)c1nc(-c2ccccc2)cs1 | -343 | 6 | 7 | -7 | -49 | -0.9 | x | -1 | 0.0 | -154 | -273
C=CCn1c(SCc2cc(=O)n3ccsc3n2)nc2cc(Cl)ccc2c1=O | 16 | 1 | -8 | -5 | 15 | -0.5 | 5 | -1 | -0.4 | 3 | 18
CCCNC(=O)C1CC(=O)N(c2ccc(OCc3ccc(Cl)cc3)cc2)C1 (configuration not stated) | -223 | 18 | -3 | -4 | -32 | -0.4 | -6 | 2 | 0.7 | -46 | -223
CCOC(=O)[C@]12CCC=C1N(Cc1cccc3ccccc13)C(=O)[C@H](CC(=O)NCCCCc1ccccc1)C2 | 0 | 19 | x | -2 | x | 0.1 | x | x | -0.1 | 4 | x
COc1ccc(CCn2c(C)cc(C(=O)COC(=O)c3cnccn3)c2C)cc1 | -13 | -3 | 2 | -9 | -2 | 0.4 | -4 | 0 | 0.0 | -3 | -21
O=C(c1cnccn1)N(c1ccccc1)C1(C(=O)NC2CCCCC2)CCCCC1 | 6 | 1 | -3 | x | -4 | 3.1 | -8 | 0 | -0.1 | -1 | 20
Cn1cc(S(=O)(=O)NCc2ccc(Cl)cc2)c(=O)n(C)c1=O | 9 | -1 | 0 | -4 | 0 | 0.3 | 11 | -3 | 0.0 | -33 | 15
O=C1CC(c2cccc(Cl)c2)CC(O)=C1C=Nc1ccccc1 (configuration not stated) | -20 | -3 | 4 | -3 | 17 | -1.7 | 7 | 3 | 1.0 | -30 | -2
COc1ccc(CN2CCNC(=O)C2CC(=O)NC2CC(C)(C)CC(C)(C)C2)cc1OC (configuration not stated) | 8 | -1 | 6 | -3 | -10 | -0.5 | -9 | -1 | 0.5 | -4 | 14
Cc1ccc(C(=C2C3C=CC2C2C(=O)NC(=O)C32)c2ccc(C)cc2)cc1 (configuration not stated) | 26 | -2 | 6 | x | 2 | -0.5 | -6 | 3 | -0.4 | -18 | 27
COc1ccc(N=Nc2ccc(O)c(P(=O)(c3ccccc3)c3ccccc3)c2)cc1 | 7 | 3 | -2 | 2 | -11 | -0.4 | -3 | 1 | -0.3 | -16 | 20
CCOC(=O)c1ccc(NC(=O)c2nc[nH]c2C(=O)N2CCc3ccccc3C2)cc1 | 0 | -4 | 1 | -5 | 5 | 0.2 | 2 | 5 | 0.3 | -9 | 5
CCn1c(SCC(=O)NNC(=O)c2ccccc2)nnc1-c1ccco1 | 15 | -2 | -4 | -3 | 7 | 0.9 | -5 | -2 | -0.3 | -5 | 9

Not a hit list; about 3.5% have a hit in one of these screens.
